# KCNK9 block = KCNK9 potassium channel inhibitors, primary screen, HEK293 cells, thallium flux; Potassium channel subfamily K member 9 (Homo sapiens), Q9NPC2; FluxOR thallium flux fluorescence; stronger effect = lower value; B-score at 10 µM; 310,000 compounds, 1.2% hits;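 active = ratio B-score over 3 SD below the library mean, with starting fluorescence within 5 SD of its mean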;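 also: negative B-score means less thallium flux so channel inhibition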
# RGS4 pot = RGS4 potentiators or activators, primary screen, cell-based, HEK293 M3R inducible RGS4, calcium flux. carbachol calcium flux Fluo4; stronger effect = lower value. B-score at 10 µM. 310,000 compounds, 0.92% hits. AID 463111, 2010;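 active = B-score of the integrated calcium signal more than 4 SD below the library mean, with starting fluorescence not abnormally high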;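 also: negative B-score means reduced calcium response which marks RGS4 activation or potentiation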
#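 Material: M3R-expressing HEK293 line, RGS4 induced by doxycycline | Schedule: Overnight RGS4 induction, 30 min dye load 37 °C, 20 min compound RT | Measured by: Fluo4 fluorescence kinetic imaging of calcium | Read-out: Integrated calcium ratio converted to B score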
# KCNK3 inh = human KCNK3 channel inhibitors, primary screen, CHO cells, FluxOR thallium flux, B-score; 340,000 compounds, 0.84% hits; Potassium channel subfamily K member 3 (Homo sapiens), O14649; B-score at 10 µM; AID 602410, 2012; FluxOR fluorescence; stronger effect = lower value;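 active = B-score under library mean minus 4 SD, starting fluorescence ratio at most library mean plus 5 SD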;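 also: more negative B-score means stronger inhibition of thallium flux through KCNK3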
# GSK3beta inhib = human GSK3beta kinase inhibitors, primary screen, biochemical, cell-free homogeneous, HTS | activity score (negative = inhibition), % at 10 µM | 300,000 compounds, 0.038% hits | GST-GSK3beta kinase, ADP-Glo luminescence, 60 min; stronger effect = lower value;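 active = more than half of replicate wells score below -50%, meaning over 50% inhibition versus plate controls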;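 also: 0% = median DMSO wells and -100% = median GW8510 positive control wells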
# Target sequence (P49841 whole entry, looked up): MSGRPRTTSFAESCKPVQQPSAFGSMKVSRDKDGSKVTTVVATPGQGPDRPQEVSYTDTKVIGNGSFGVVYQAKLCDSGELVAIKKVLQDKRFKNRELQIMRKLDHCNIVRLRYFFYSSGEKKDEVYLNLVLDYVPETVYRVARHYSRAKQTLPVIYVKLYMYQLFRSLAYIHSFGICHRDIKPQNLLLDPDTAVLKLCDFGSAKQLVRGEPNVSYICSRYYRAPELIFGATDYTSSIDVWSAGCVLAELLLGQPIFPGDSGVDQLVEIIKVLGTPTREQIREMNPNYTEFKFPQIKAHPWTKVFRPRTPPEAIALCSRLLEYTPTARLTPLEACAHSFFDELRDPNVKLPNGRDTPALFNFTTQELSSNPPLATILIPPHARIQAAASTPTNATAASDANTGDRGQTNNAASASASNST
#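 Assay system: GST-tagged human GSK3beta kinase, cell-free; Input: 1.6 ng GSK3beta; Medium: Tris/MgCl2 kinase buffer; Timing: 60 min enzyme reaction, room temperature; Signal: ADP-Glo luminescence quantifying ADP generated by kinase; Evaluation: score relative to plate controls; Benchmarks: DMSO neutral wells and GW8510 at 20 µM as positive.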
# hERG protect = hERG rescue from dofetilide block, primary screen, cell-based, CHO-hERG, FluxOR thallium flux, dofetilide IC70; Voltage-gated inwardly rectifying potassium channel KCNH2 (Homo sapiens), Q12809; dofetilide IC70 present; activation (rescue from dofetilide block), less the hit threshold, % at 10 µM; 310,000 compounds, 0.51% hits;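 active = activation above the mean of controls blocked by dofetilide plus 5 SD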;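 also: thallium influx through hERG after potassium depolarization seen as dye fluorescence rise; in these data hits start at about 4.7%; inactives centre near -7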
# Dyrk1A ADPGlo = rat Dyrk1A kinase inhibitors, primary screen, biochemical, single point, plate reader; inhibition, % at 12.5 µM; 310,000 compounds, 0.43% hits; Dual specificity tyrosine-phosphorylation-regulated kinase 1A (Rattus norvegicus), Q63470; ADP-Glo luminescence, NFATc1 peptide; in the data active = inhibition above about 50%;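 also: plate controls were vehicle with enzyme for no effect and no enzyme for full effect; many of its hits are not listed in these tables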
# PolyA inh = polyadenylation inhibitors in yeast reporter cells, primary screen, luminescence, S. cerevisiae. S. cerevisiae SKY197-pL101 polyadenylation reporter, beta-gal luminescence; efflux-impaired pdr1/pdr3 knockout yeast; score 100 = 6 SD above DMSO. calls only at 12 µM. 300,000 compounds, 0.02% hits. AID 1875, 2009;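 active = lowest replicate activity score at least 50, where 100 means six control SD above control mean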;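 also: yeast exposed to compound for 9 h at 30 °C; higher score means more reporter readthrough which indicates perturbed polyadenylation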
# RGS4 inh = RGS4 inhibitors, primary screen, cell-based, HEK293 M3R inducible RGS4, calcium flux. Regulator of G-protein signaling 4 (Homo sapiens), P49798. Fluo-4 calcium flux; stronger effect = higher value; triggered by carbachol at its EC20. B-score at 10 µM. 310,000 compounds, 0.45% hits. AID 463165, 2010;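 active = B-score, a plate-corrected calcium signal, over three deviations above library mean, with baseline fluorescence within five deviations of library mean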;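 also: RGS4 expression induced by doxycycline in cells with stable M3 receptor; B-score is computed from the integrated fluorescence ratio over baseline after carbachol; higher B-score means a larger calcium signal and so more RGS4 inhibition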
# Target sequence (P49798 whole entry, looked up): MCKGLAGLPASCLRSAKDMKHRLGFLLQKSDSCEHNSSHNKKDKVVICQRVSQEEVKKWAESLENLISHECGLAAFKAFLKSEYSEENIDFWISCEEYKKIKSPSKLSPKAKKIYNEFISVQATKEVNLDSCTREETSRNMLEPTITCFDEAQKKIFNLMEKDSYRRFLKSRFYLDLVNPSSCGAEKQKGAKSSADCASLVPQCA
# KCNQ1 act = potentiators or activators of KCNQ1 channel, primary screen, cell-based, thallium flux, high-throughput | CHO-K1 KCNQ1, thallium flux FluxOR fluorescence; stronger effect = higher value | 310,000 compounds, 0.35% hits | Potassium voltage-gated channel subfamily KQT member 1 (Homo sapiens), P51787 | B-score at 10 µM;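 active = fluorescence ratio B-score, a plate-corrected score, at least three library SD, with initial intensity B-score within 5 SD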
#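 System: Stable KCNQ1 CHO-K1 line | Incubation: 90 min dye loading and 20 min compound exposure, both at room temperature | Measure: Ratio B score | Medium: Assay buffer for compound exposure, DMSO matched across wells | Compound dosing: Single-concentration screen | Probe or stimulus: K+/Tl+ depolarizing stimulus | Measured by: Kinetic FluxOR fluorescence, 10 s baseline plus 110 s post-stimulus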
# GSK3A inh = blockers of GSK3A enzyme activity – biochemical, luminescence, cell-free homogeneous, HTS, primary screen | Glycogen synthase kinase-3 alpha (Homo sapiens), P49840 | 320,000 compounds, 0.1% hits | inhibition, % at 10 µM | GSK-3 alpha kinase, ADP-Glo luminescence, 60 min;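 in the data active = inhibition above about 50%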;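 also: GST-tagged GSK-3 alpha with peptide substrate and 25 µM ATP; 0% = DMSO neutral wells and 100% = GW8510 positive control wells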
# Target sequence (P49840 whole entry, looked up): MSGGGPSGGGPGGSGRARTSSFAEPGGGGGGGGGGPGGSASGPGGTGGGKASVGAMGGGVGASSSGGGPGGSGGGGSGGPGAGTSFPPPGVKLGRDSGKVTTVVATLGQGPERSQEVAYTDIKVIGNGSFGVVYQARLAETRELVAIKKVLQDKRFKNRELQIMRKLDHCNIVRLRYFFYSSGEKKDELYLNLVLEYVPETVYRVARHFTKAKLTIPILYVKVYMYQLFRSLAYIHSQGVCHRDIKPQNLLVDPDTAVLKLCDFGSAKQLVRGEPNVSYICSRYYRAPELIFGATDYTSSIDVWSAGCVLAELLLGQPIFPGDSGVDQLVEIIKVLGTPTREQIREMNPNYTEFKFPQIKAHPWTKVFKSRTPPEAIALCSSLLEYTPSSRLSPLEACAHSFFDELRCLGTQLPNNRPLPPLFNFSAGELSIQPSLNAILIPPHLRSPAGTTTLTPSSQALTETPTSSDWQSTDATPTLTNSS
# KCNQ1 inh = inhibitors of human KCNQ1 channel, primary screen, cell-based, thallium flux, high-throughput | CHO-K1 KCNQ1, FluxOR thallium flux fluorescence; stronger effect = higher value | B-score at 10 µM | 310,000 compounds, 1.3% hits | AID 2642, 2010;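 active = compounds whose thallium flux B-score, printed positive for inhibition, exceeds three library SD while starting fluorescence stays within three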;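 also: channel opened by potassium depolarization with thallium stimulus after 20 min compound exposure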
# Starred values were filed as active, the others as inactive; i = inactive; . = not tested or not shown. Only part of the results is shown; rates above refer to the full screens.
SMILES | KCNQ1 act | hERG protect | Dyrk1A ADPGlo | GSK3beta inhib | GSK3A inh | RGS4 inh | PolyA inh | RGS4 pot | KCNK9 block | KCNK3 inh | KCNQ1 inh
COc1ccccc1CNC(=O)c1ccccc1NS(C)(=O)=O | i | -7 | -4 | 4 | . | i | i | i | i | i | i
COc1ccc(NC(=S)N(CCCN2CCOCC2)Cc2cn(C)c3ccccc23)cc1OC | i | -8 | -2 | -4 | -1 | i | i | i | i | i | i
Cc1cccc(NC(=O)CCCCC(=O)Nc2cccc(C)c2)c1 | i | -7 | . | 0 | -3 | i | i | i | i | i | i
CCOC(=O)c1c(NC(=O)c2cccs2)sc2c1CCC2 | i | -7 | . | 2 | -2 | i | i | i | i | i | i
Cc1ccccc1OCCCN1C(=O)C(=O)c2cccc(C)c21 | i | -9 | 1 | -4 | -1 | i | i | i | i | i | i
Fc1cccc(CO/N=C/c2c(-c3ccccc3)nc3ccc(Cl)cn23)c1 | i | 6.7* | -4 | 1 | . | i | i | i | -6.6* | i | i
CCN(CCCNC(=O)Cn1ncc2c([nH]c3ccc(C)cc32)c1=O)c1ccccc1 | i | -9 | -5 | 2 | -1 | i | i | i | i | i | i
O=C(CCc1nnc2ccc(NCc3ccco3)nn12)N1CCN(c2ccccc2F)CC1 | i | -12 | -4 | 1 | 0 | i | i | i | i | i | i
Cc1ccccc1C(=O)NC(=S)Nc1ccccc1C(F)(F)F | i | -1 | 0 | -8 | . | i | i | i | i | i | i
COc1ccc(OC)c(/C=C2\SC(=S)N(Cc3cccnc3)C2=O)c1 | i | -18 | 2 | -4 | -2 | i | i | i | i | i | i
Cc1nc2sccn2c(=O)c1S(=O)(=O)N1CCN(c2ccc(F)cc2)CC1 | i | -12 | 1 | -4 | -1 | i | i | i | i | i | i
COc1ccc(C(=O)NC(=S)Nc2ccc3oc(=O)ccc3c2)cc1[N+](=O)[O-] | i | -4 | 8 | 0 | -3 | i | i | i | i | i | i
COc1ccc(C)cc1NC(=O)CCCNC(=O)Cn1cnc2sc(C)c(C)c2c1=O | i | -5 | -1 | -1 | 0 | i | i | i | i | i | i
CCOC(=O)C1CCN(C(=O)Nc2ccc3snnc3c2)CC1 | i | -8 | 0 | -2 | 1 | i | i | i | i | i | i
NC(=O)c1c(NC(=O)C2CCCO2)sc2c1CCCCC2 (stereo not drawn) | i | -11 | 4 | 4 | 2 | i | i | i | i | i | i
O=S(=O)(NCC(c1ccc2c(c1)OCO2)N1CCN(c2ccccc2)CC1)c1ccccc1 (stereo not drawn) | i | -11 | 6 | 2 | -4 | i | i | i | i | i | i
Cc1ccc2cc3cc(C(=O)NCCC(C)C)oc3nc2c1 | i | -6 | -4 | 3 | -1 | i | i | i | i | i | i
CC(=O)NC(CC(=O)O)c1ccccc1 (stereo not drawn) | i | -7 | 1 | 1 | 3 | i | i | i | i | i | i
COc1ccc(-c2nc(N3CCOCC3)nc3n[nH]c(N)c23)cc1 | i | 2 | 33 | -3 | 20 | i | i | i | i | i | i
COc1cc(-c2nnc(SCc3cc(=O)oc4cc(C)ccc34)o2)cc(OC)c1OC | i | -12 | -2 | 2 | 0 | i | i | i | i | i | i
CCOc1ncccc1C(=O)Nc1ccc(F)c(F)c1 | i | -5 | 5 | 3 | -1 | i | i | i | i | i | i
CN1C2=NCCN2C(=O)c2ccccc21 | i | -8 | 1 | 3 | -3 | i | i | i | i | i | i
Cn1c(SCc2nnc(-c3ccc(F)cc3)o2)nnc1C1COc2ccccc2O1 (stereo not drawn) | i | -11 | 12 | -44 | 60* | i | i | i | i | i | i
Cc1c(OCC(=O)NC2CC(C)(C)NC(C)(C)C2)ccc2c1oc(=O)c1ccccc12 | i | -9 | 11 | 1 | 8 | i | i | i | i | i | i
CCCCc1c(O)nc(SCC(=O)NCCc2ccc(OC)c(OC)c2)[nH]c1=O | i | -5 | 2 | -1 | 1 | i | i | i | i | i | i
COc1ccc(-n2nc(C(=O)Nc3ccc(OC)c(OC)c3)c3c4ccccc4n(C)c3c2=O)cc1 | i | -18 | 1 | -5 | -3 | i | i | i | i | i | i
O=C(CC(=O)Nc1nc(C23CC4CC(CC(C4)C2)C3)cs1)NCCO | i | -16 | 3 | 1 | 0 | i | i | i | i | i | i
O=[N+]([O-])c1cccc(-c2nnc3ccccn23)c1 | i | -3 | . | 1 | -5 | i | i | i | i | . | i
CCOc1ccccc1C1N(c2ccc(OC)cc2)C(=O)C2CCCN21 (stereo not drawn) | i | -13 | 2 | -2 | . | i | i | i | i | i | i
CC(C(=O)Nc1ccc(S(=O)(=O)N2CCCC2)cc1)N1CCN(C(=O)c2ccco2)CC1 (stereo not drawn) | i | -18 | -1 | -3 | -1 | i | i | i | i | i | i
CCCC(Oc1ccc(Br)cc1)c1nc2c3cc(OC)c(OC)cc3nc(=S)n2[nH]1 (stereo not drawn) | i | -14 | 3 | 0 | -1 | i | i | i | i | i | i
CC(C)OP(=O)(c1ccc(N(C)C)cc1)C(Nc1ccccc1)c1cccnc1 (stereo not drawn) | i | -9 | 4 | 2 | -1 | i | i | i | i | i | i
Cc1nc(-c2cc(C#N)c(Sc3cccc(C(F)(F)F)c3)nc2C)cs1 | i | -3 | -3 | -2 | 0 | i | i | i | i | i | i
O=C(CNCCc1ccc(Cl)cc1)Nc1ccc(C(=O)N2CCCCC2)cc1 | i | -9 | 5 | -7 | 2 | i | i | i | i | i | i
CC(C)CN(C(=O)COC(=O)c1ccccc1NCc1ccco1)c1c(N)n(Cc2ccccc2)c(=O)[nH]c1=O | i | -16 | 3 | 5 | 1 | i | i | i | i | i | i
CCC(C(=O)NC1CCCC1)N(C(=O)Cn1nnc(-c2ccc(C)o2)n1)c1ccccc1OC (stereo not drawn) | i | -7 | 0 | -2 | -2 | i | i | i | i | i | i
Cc1ccc(-c2nc(N3CCOCC3)sc2C(=O)N2CCOCC2)cc1 | i | -9 | 4 | 0 | -1 | i | i | i | i | i | i
O=C(NN=C1CCCC1)c1cccc(O)c1 | i | -13 | 5 | -2 | 2 | i | i | i | i | i | i
O=C(Nc1ccc(F)cc1)c1ccc2c(=O)n3c(nc2c1)CCCCC3 | i | -10 | 22 | -1 | 0 | i | i | i | i | i | i
Cc1ccc(-c2c(C(=O)N/N=C/C3CC=CCC3)nnn2-c2nonc2N)cc1 (stereo not drawn) | i | -5 | 0 | -3 | 1 | i | i | i | i | i | i
COC(=O)c1ccccc1NC(=O)c1noc2c1CCC2 | i | -4 | -3 | 0 | -2 | i | i | i | i | i | i
c1ccc(-c2nnc(N3CCN(c4ccccn4)CC3)c3ccccc23)cc1 | i | -12 | 20 | -3 | -2 | i | i | -8* | i | i | i
CCN(CC)c1ccc(NC(=O)CCCOc2cccc(C)c2)cc1 | i | -7 | -4 | -3 | . | i | i | i | i | i | i
O=C(NCc1ccccc1)C(=O)NCC1OCCN1S(=O)(=O)c1cccs1 (stereo not drawn) | i | -7 | 2 | -5 | 0 | i | i | i | i | i | i
O=C(Cc1ccc(Cl)cc1)NCCCn1ccnc1 | i | -8 | 8 | 1 | . | i | i | i | i | i | i
COCc1nc2sc(C)c(C)c2c(=O)[nH]1 | i | -4 | 2 | 0 | -1 | i | i | i | i | i | i
O=C(CSc1ncccc1C(=O)O)NC1CCCCC1 | i | -6 | 3 | 2 | -3 | i | i | i | i | i | i
O=C(CCNS(=O)(=O)c1cccc2nonc12)NCCc1ccc(Cl)cc1 | i | -14 | -3 | -2 | -1 | i | i | i | i | i | i
Cc1nn(C(C)c2nc(-c3ccccc3)no2)c(C)c1[N+](=O)[O-] (stereo not drawn) | i | 1 | 6 | -2 | . | i | i | i | i | i | i
Cc1cc(NC(=O)Cn2cc([N+](=O)[O-])cn2)n(Cc2ccc(F)cc2)n1 | i | -10 | . | -2 | -1 | i | i | i | i | i | i
CCCCNC(=O)c1onc(CSc2ccccc2CC)c1C(=O)O | i | -9 | 9 | 5 | -6 | i | i | i | i | i | i
N#CC1=C(N)Oc2cc(O)c(C=Nc3ccccc3)cc2C1c1ccccc1 (stereo not drawn) | i | -5 | 1 | -1 | 1 | i | i | i | i | i | i
O=C(Nc1cc(Sc2ccccn2)cc([N+](=O)[O-])c1)c1cccc(Cl)c1 | i | -11 | -3 | -1 | 3 | i | i | i | -10* | i | 7*
O=C(OCc1ccc(F)cc1)c1cc(=O)c2ccccc2o1 | i | -3 | -3 | 2 | -3 | i | i | i | i | i | i
Cc1nc(Nc2ccc(S(N)(=O)=O)cc2)oc1C | i | -1 | 0 | 1 | -5 | i | i | i | i | i | i
CN(C)S(=O)(=O)c1ccc(C(=O)Nc2ccccc2C(=O)O)cc1 | i | -9 | 5 | 2 | -2 | i | i | i | i | i | i
O=C(CCN1CCN(Cc2ccccc2)CC1)NNC(=O)Nc1cccc(C(F)(F)F)c1 | i | -10 | 1 | 4 | -1 | i | i | i | i | i | i
CCCS(=O)(=O)N1CCCC(C(=O)Nc2ccc3c(c2)CCC3)C1 (stereo not drawn) | i | -2 | 0 | -3 | 0 | i | i | i | i | i | i
COc1ccccc1N1CCN(C(=O)Nc2cccc(Cl)c2)CC1 | i | -12 | -1 | -1 | 0 | i | i | i | i | i | i
CCCNc1nc2c(c(=O)[nH]c(=O)n2C)n1Cc1cccc(Br)c1 | i | -1 | . | 1 | 0 | i | i | i | i | i | i
CCc1ccc(/C=C2/SC(N3CCOCC3)=NC2=O)cc1 | i | -12 | 1 | -2 | -7 | i | i | i | i | i | i

# Source: PubChem
